Rat MKP-3 inhibitors – MKP-3 phosphatase inhibitors, primary screen, biochemical, rat enzyme, in vitro (AID 425). recombinant MKP-3 phosphatase activity, fluorescence; higher % means a stronger effect. inhibition, % at 20 µM; hits with a dose series show IC50 in µM. 110,000 compounds, 0.17% hits; in the data active = inhibition above about 50%;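 note: plate controls were vehicle for no effect and reference inhibitor for full effect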
Hsp70 displacement – Hsp70 inhibitors, probe displacement, primary screen, biochemical, fluorescence polarization (AID 583); Hsp70 fluorescence polarization probe displacement, mP; higher % means a stronger effect; 140,000 compounds, 0.06% hits; displacement, % at 20 µM; hits with a dose series show IC50 in µM; in the data active = displacement above about 50%;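 note: plate controls were vehicle for no effect and reference ligand for full effect; a part of the inactive calls stands beside numbers as strong as those of hits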
Numbers without * were called inactive; . = no result given; & = joins results of further samples.

SMILES	Rat MKP-3 inhibitors	Hsp70 displacement
Oc1[nH]c2ccccc2c1C=Nc1ccc2c(c1)OCO2	0%	-0.6%
Cn1c(=O)c2c(nc(NCc3ccc4c(c3)OCO4)n2Cc2ccc(F)cc2)n(C)c1=O	-2%	-11%
O=C(Cc1ccccc1)NC1CCS(=O)(=O)C1 (centres undefined)	.	0.3%
Cc1cccc(NC(=O)CCCN2C(=O)c3ccccc3C2=O)n1	.	2.6%
CC(C)C(=O)NS(=O)(=O)c1ccc(N)cc1	4%	-2.5%&-2.6%
Cc1ccccc1OCCOc1ccc(/C=C2/C(=N)N3N=C(C(C)C)SC3=NC2=O)cc1	3%	3.9%
CC1(C)CC(=O)C2=C(C1)Oc1ncn(Cc3ccco3)c(=N)c1C2c1ccccc1 (centres undefined)	-11%	-3.8%
Cc1ccnc(NC(=O)COc2ccc3oc4c(c3c2)CCCC4)c1	.	4.9%
CCOC(=O)C1=C(C)NC(=O)NC1c1ccc(N2CCOCC2)cc1 (centres undefined)	1%	-1.0%
CCSc1nc2ccccc2n1Cc1ccccc1F	.	-3.1%
O=C1C2C3C=CC(C4CC34)C2C(=O)N1/N=C/c1ccc(-c2ccccc2[N+](=O)[O-])o1 (centres undefined)	.	-0.9%
COc1cccc(-c2nnc(SCC(=O)Nc3cc(C)on3)n2C)c1	.	7.6%
O=C(c1ccccc1)[C@H]1CC=CC[C@H]1C(=O)O	.	-1.5%
O=C1c2ccccc2C(=O)N1Cc1nc(-c2cccnc2)no1	0%	5.4%
CCCCOc1ccc(NC(=O)c2cccc(OC)c2)cc1	4%	-7.3%
O=C(OCC(=O)c1ccccc1Br)c1ccccn1	1%	0.4%
O=C(CCC1CCCC1)NCC1CCCO1 (centres undefined)	3%	2.7%
C=CCOc1ccc2c(C)c(CC)c(=O)oc2c1C	3%	0.5%
Cc1occc1C(=O)NNC(=O)c1ccccc1F	3%	1.5%
CCOc1ccccc1NC(=S)NCc1ccccc1	-1%	5.9%
O=C(NCCCN1CCCCCC1)c1ccc2c(c1)NC(=O)C(N1CCOCC1)S2 (centres undefined)	-1%	2.6%
CCOC(=O)c1sc(=S)n(-c2ccc(Cl)cc2)c1C	.	-3.6%
Nn1c(SCC(=O)N2CCCc3ccccc32)nnc1-c1ccccc1	-7%	0.8%
CN(C)C(CNC(=O)c1cccc(S(=O)(=O)N2CC3(C)CC2CC(C)(C)C3)c1)c1ccco1 (centres undefined)	-6%	-5.0%
Fc1ccc(NC(=S)N2N=CCC2c2ccccc2)cc1 (centres undefined)	.	1.5%

The list continues.
SMILES	Rat MKP-3 inhibitors	Hsp70 displacement
COc1cccc(C(N)CC(=O)O)c1 (centres undefined)	-10%	-1.3%
COc1ccccc1NC(=O)CC1C(=O)NCCN1C(=O)Nc1ccccc1 (centres undefined)	.	0.3%
CC1=C(C#N)C(=O)NC(C)(C)C1	2%	10%
Cc1cccn2c(=O)c(/C=N/NC(=O)c3ccccc3O)c(N3CCCCC3)nc12	-1%	12%
C/C(N)=C(/C#N)C(=O)CSc1nnc(COc2ccccc2Cl)o1	-7%	-1.9%
CCc1ccccc1NC(=O)CN(c1cccc(C(F)(F)F)c1)S(C)(=O)=O	0%	2.6%
NC(=O)c1ccccc1NC(=O)c1cc(Cl)ccc1Cl	-2%	4.1%
CC(=O)Oc1ccc2oc(=O)c3c(c2c1)CCCN3C(=O)CN1CCN(c2ncccn2)CC1	1%	1.7%
c1ccc(-n2c(Cc3cccnc3)nc3cnccc32)cc1	-10%	.
C=CC[N+]1(CC#CCOC(c2ccccc2)c2ccccc2)CCOCC1	.	7.8%
COc1ccc(N(CC(=O)NC2CCCCC2)S(=O)(=O)c2ccc(C)cc2)cc1OC	1%	1.5%
O=C(NCc1ccco1)C(c1ccccc1)N(C(=O)Cc1cccs1)c1ccccc1 (centres undefined)	.	-5.2%
O=C(CSc1ncn[nH]1)Nc1ccccc1Sc1ccc(Cl)cc1	.	-2.6%
CCCOc1cccc(C2C(C(=O)c3ccco3)=C(O)C(=O)N2CCN(CC)CC)c1 (centres undefined)	-3%	0.6%
Cn1c(=O)cc(N2CCCCC2)[nH]c1=O	-1%	0.1%
Cc1cc(NS(=O)(=O)c2ccc(NC(=O)C(CC(C)C)N3C(=O)c4ccccc4C3=O)cc2)nc(C)n1 (centres undefined)	.	1.7%
CCN(CC)CC(=O)Nc1ccc(C)cc1Br	-9%	4.4%
Cc1csc(NC(=O)C2CCCN(S(=O)(=O)c3ccc(Br)s3)C2)n1 (centres undefined)	2%	.
Cc1cc(=O)n(CC=C(Cl)Cl)c2ccccc12	-8%	-1.6%
CS(=O)(=O)N(CC(=O)Nc1cccc(Cl)c1)c1cccc(C(F)(F)F)c1	2%	2.6%
CCCCCCCCc1nnc(NC(=O)C(C)(C)C)s1	2%	-1.1%
O=C(CC1CCCC1)NCCc1cn2ccccc2n1	-2%	.
O=C(O)C(c1ccccc1)N1C(=O)/C(=C/C=C/c2ccccc2)SC1=S (centres undefined)	2%	1.0%
COc1ccc(S(=O)(=O)N2CCN(CC(=O)Nc3cccc(F)c3)CC2)cc1	4%	-3.0%
O=C(Nc1ccc(-c2nnc(-c3ccco3)o2)cc1)C(c1ccccc1)c1ccccc1	.	1.7%

17 consecutive entries from above, for reference:
SMILES	Rat MKP-3 inhibitors	Hsp70 displacement
c1ccc(-n2c(Cc3cccnc3)nc3cnccc32)cc1	-10%	.
C=CC[N+]1(CC#CCOC(c2ccccc2)c2ccccc2)CCOCC1	.	7.8%
COc1ccc(N(CC(=O)NC2CCCCC2)S(=O)(=O)c2ccc(C)cc2)cc1OC	1%	1.5%
O=C(NCc1ccco1)C(c1ccccc1)N(C(=O)Cc1cccs1)c1ccccc1 (centres undefined)	.	-5.2%
O=C(CSc1ncn[nH]1)Nc1ccccc1Sc1ccc(Cl)cc1	.	-2.6%
CCCOc1cccc(C2C(C(=O)c3ccco3)=C(O)C(=O)N2CCN(CC)CC)c1 (centres undefined)	-3%	0.6%
Cn1c(=O)cc(N2CCCCC2)[nH]c1=O	-1%	0.1%
Cc1cc(NS(=O)(=O)c2ccc(NC(=O)C(CC(C)C)N3C(=O)c4ccccc4C3=O)cc2)nc(C)n1 (centres undefined)	.	1.7%
CCN(CC)CC(=O)Nc1ccc(C)cc1Br	-9%	4.4%
Cc1csc(NC(=O)C2CCCN(S(=O)(=O)c3ccc(Br)s3)C2)n1 (centres undefined)	2%	.
Cc1cc(=O)n(CC=C(Cl)Cl)c2ccccc12	-8%	-1.6%
CS(=O)(=O)N(CC(=O)Nc1cccc(Cl)c1)c1cccc(C(F)(F)F)c1	2%	2.6%
CCCCCCCCc1nnc(NC(=O)C(C)(C)C)s1	2%	-1.1%
O=C(CC1CCCC1)NCCc1cn2ccccc2n1	-2%	.
O=C(O)C(c1ccccc1)N1C(=O)/C(=C/C=C/c2ccccc2)SC1=S (centres undefined)	2%	1.0%
COc1ccc(S(=O)(=O)N2CCN(CC(=O)Nc3cccc(F)c3)CC2)cc1	4%	-3.0%
O=C(Nc1ccc(-c2nnc(-c3ccco3)o2)cc1)C(c1ccccc1)c1ccccc1	.	1.7%

Next part.
SMILES	Rat MKP-3 inhibitors	Hsp70 displacement
CC(C)Cn1c(SCC#N)nc2ccccc2c1=O	-1%	2.4%
COc1ccc(CNCc2cc(OC)c(OC)cc2OC)cc1	-1%	-0.9%
O=C(O)C1CC=CCC1C(=O)N1CCCC1 (centres undefined)	-8%	7.3%
CC(C)C(=O)NC(C)C(c1cccs1)N1CCOCC1 (centres undefined)	4%	5.3%
CC(C)(C)NCC(O)COc1ccccc1C(C)(C)C (centres undefined)	-16%&4%	0.5%&-2.2%
C(=Nc1ccc2ccccc2c1)c1cccnc1	1%	-0.2%
Cc1ccccc1-c1nc(CN2CCC(C(=O)NCc3ccco3)CC2)c(C)o1	2%	2.1%
COCCn1nnnc1C(CC(C)C)N1CCN(c2ccccc2)CC1 (centres undefined)	.	-3.5%
O=C(O)C1CC(=O)N(c2ccc(OCc3ccccc3)cc2)C1 (centres undefined)	.	-2.2%
COc1cc(C(O)P(=O)(OC2CCCCC2)c2ccc(N(C)C)cc2)cc(OC)c1OC (centres undefined)	-5%	5.7%
COc1ccc(C(=O)/C=C/N2CCCCC2)cc1OC	0%	3.4%
C/C=C/Cn1c(Br)nc2c1c(=O)n(C)c(=O)n2C	-8%	2.5%
FC(F)(F)c1ccccc1NC(=S)NN1CCOCC1	.	3.1%
CCCC(=O)Nc1ccc(NC(=O)c2ccc(C)c(C)c2)cc1	3%	5.3%
CC1(C)CC(=O)C2=C(C1)Nc1ccccc1NC2c1cccc(C(F)(F)F)c1 (centres undefined)	6%	1.3%
CCOC(=O)Nc1cc2c(cc1C(C)=O)OCO2	-2%	1.2%
CCN(CC)S(=O)(=O)c1cc(C(=O)OCC(=O)c2ccc3c(c2)NC(=O)CO3)ccc1F	-2%	4.5%
O=C(NNC(=O)c1ccc(SCC2CCCO2)c([N+](=O)[O-])c1)c1ccc(Cl)c([N+](=O)[O-])c1 (centres undefined)	.	-0.6%
c1ccc(CN2CCC(N3CCN(Cc4ccccc4)CC3)CC2)cc1	1%	0.2%
Cc1nnc(OCC(=O)NCCC2=CCCCC2)c2ccccc12	.	4.2%
Cc1ccc(N2CC(C(=O)N/N=C/c3ccc([N+](=O)[O-])cc3)CC2=O)cc1 (centres undefined)	0%	6.3%
Cc1ccc(C(C#N)c2ccc3c(C(F)(F)F)cc(C(F)(F)F)nc3n2)cc1 (centres undefined)	.	2.3%
O=C(CN1CC(=O)Oc2ccccc21)NCc1ccco1	8%	1.1%
c1ccc(C(Cc2nc(-c3ccncc3)no2)c2ccccc2)cc1	1%	0.8%
OC(CN1C2=NCCN2c2ccccc21)c1ccccc1 (centres undefined)	1%	-1.4%

More records.
SMILES	Rat MKP-3 inhibitors	Hsp70 displacement
O=[N+]([O-])c1ccc(S(=O)(=O)Nc2cc(Cl)cc(Cl)c2)cc1	-12%	1.5%
O=S(=O)(Nc1cc(Cl)ccn1)c1ccc(Cl)cc1	.	5.7%
Cc1cc(Oc2ccccc2)nc(SCC(=O)Nc2ccccc2)n1	.	-3.3%
O=C1C2C3C=CC(C3=C3CCCC3)C2C(=O)N1c1cccc([N+](=O)[O-])c1 (centres undefined)	0%	0.4%
Cc1ccc(CC2S/C(=N\N=C\c3ccc(N(C)C)cc3)NC2=O)cc1 (centres undefined)	-2%	7.7%
CCOC(=O)N1CCN(C(=O)CCS(=O)(=O)c2ccc(Br)s2)CC1	10%	1.2%
CCOc1ccc(C(=O)Nc2cccc3nsnc23)cc1[N+](=O)[O-]	0%	-0.4%
Cc1nc(-c2ccc([N+](=O)[O-])cc2)nc2[nH]ccc(=O)c12	6%	2.6%
COc1cc(/C=N/NC(=O)c2ccncc2)ccc1OC(=O)c1cccc(F)c1	0%	-0.1%
O=C(NCc1ccco1)c1ccc(Cl)c(S(=O)(=O)N2CCOCC2)c1	-6%	2.2%
Cc1ccc2nc(/C(C#N)=C\c3ccc(N4CCOCC4)o3)[nH]c2c1	.	-144%
CCCCOc1cc(=O)[nH]c(=O)[nH]1	-10%	0.6%
C=CCSc1nnc2nc(C)cc(C)n12	3%	-2.5%
CC1CCN(C(=O)c2cc(-c3ccccc3O)on2)CC1	0%	2.4%
Cc1nc(NC(=O)c2ccccc2Br)sc1C	0%	-4.6%
COc1ccc(C(=O)N/C(=C/c2ccc(OCCOc3ccccc3OC)cc2)C(=O)NCC2CCCO2)cc1 (centres undefined)	2%	-3.2%
Cc1ccc(NC(=O)CSC(N)=O)c(C)c1	1%	-15%
COc1ccc(N2CCN(C3CC(=O)N(Cc4ccc(N5CCCC5=O)cc4)C3=O)CC2)cc1 (centres undefined)	2%	-3.6%
COCc1nnc(NC(=O)CS(=O)(=O)Cc2ccccc2)s1	-15%	8.5%
CC(C)Oc1ccc(C2C(C(=O)c3ccco3)=C(O)C(=O)N2Cc2cccnc2)cc1 (centres undefined)	6%	-2.7%
CSc1ccccc1NC(=O)c1ccccc1N(C)S(C)(=O)=O	4%	1.5%
Cc1ccc(OCC(=O)N2CC3(C)CC2CC(C)(C)C3)cc1 (centres undefined)	.	2.5%
CCN1C(=O)CC(c2ccco2)Sc2ccccc21 (centres undefined)	12%	1.2%
C=CCN=C(NC#N)SCc1ccccc1	.	1.1%
CCn1c(SCC(=O)Nc2ccccc2N2CCOCC2)nnc1-c1ccccc1	-17%	-0.3%

Going on with the list.
SMILES	Rat MKP-3 inhibitors	Hsp70 displacement
O=S(=O)(Nc1ccc(Oc2ncccn2)c(Cl)c1)c1ccc(F)cc1	.	5.5%
CC(C)C(NC(=O)CSc1ccc(Cl)cc1)C(C)C	.	-4.5%
O=c1oc2ccccc2n1CCCCCn1c(=O)oc2ccccc21	10%	-1.9%
O=C(CSc1ccc2nnc(-c3ccc(F)cc3)n2n1)N1CCOCC1	-11%	0.1%
NC(=O)c1nn2c(C(F)(F)F)cc(-c3ccccc3)nc2c1Cl	1%	4.2%
CCOC(=O)c1c(OCC)[nH]c2ccc(O)cc12	.	4.1%
CCn1c(N)c(C(=O)Nc2ccccc2C(=O)OC)sc1=S	1%	-0.7%
Cc1cc(=O)[nH]c(SCC(=O)N2CCCc3ccccc32)n1	1%	-1.4%&2.8%
Fc1ccc(COc2ccc(/C=N/n3cnnc3)cc2)cc1	-18%	-7.6%
CCOc1ccc(NC(=O)CN(c2ccc(C)cc2)S(=O)(=O)c2ccc(SC)cc2)cc1	2%	2.9%
Cc1ccc(N(CC(=O)N2CCc3ccccc32)S(=O)(=O)c2cccs2)cc1	.	-2.2%
COc1ccc(C2C(C(=O)N3CCOCC3)=C(C)NC3=C2C(=O)CC(C)(C)C3)c(OC)c1 (centres undefined)	0%	-0.5%

Assay outcomes as filed in PubChem BioAssay.

These rows are one share of the data; rates above refer to the full screens.
